# JMJD2C inh = inhibitors of GASC-1 histone demethylase, primary screen, biochemical, fluorescence, DELFIA europium | GST-JMJD2C(1-420) H3K9me3 demethylation | inhibition, % at 2.35 µM | Lysine-specific demethylase 4C (Homo sapiens), Q9H3R0 | hit rate 0.069% among 330,000;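 active means more than half of a compound's replicate wells show inhibition beyond 50%, single wells judged on their own value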;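 further: signal counts dimethyl H3K9 product captured on neutravidin plate; 0% = median of DMSO wells and 100% = 0.3 times that DMSO median; strong numbers were not always called active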
# GRK2 aptamer HTS = compounds blocking aptamer binding on GRK2 – biochemical, human GRK2, bead flow cytometry, HTS, primary screen. inhibition of aptamer binding, % at 10 µM. hit rate 0.59% among 330,000. FAM-aptamer displacement from GRK2. Beta-adrenergic receptor kinase 1 (Homo sapiens), P25098. AID 488847, 2010;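 active means inhibition of aptamer binding above 40%, roughly 3 SD of noise, on plates passing a quality check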;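 further: median bead fluorescence of bound FAM aptamer so fluorescent compounds give negative values; no value below 0 was filed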
# LAP4 TOR yeast = modulators of LAP4-GFP expression in yeast, primary screen, S. cerevisiae, multiplex flow cytometry, MLPCN library | 3 h; median GFP as percent of DMSO wells | GFP response vs DMSO, % at 10 µM | hit rate 0.34% among 320,000;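 active means GFP response vs DMSO above a set limit, about the screen mean plus 3 SD, cut at about 150% in these data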
# AGP1 TOR yeast = modulators of AGP1-GFP expression in yeast TOR pathway, primary screen, cell-based, multiplex flow cytometry, S. cerevisiae, MLPCN library; 3 h; GFP as percent of DMSO wells; GFP response vs DMSO, % at 10 µM; hit rate 0.02% among 320,000;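 active means GFP response relative to DMSO above a set limit, near screen average plus 3 SD, cut at about 150% in these data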;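 further: median GFP channel fluorescence of the gated AGP1 strain per well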
# CIT2 TOR yeast = modulators of CIT2-GFP expression in yeast, primary screen, S. cerevisiae, GFP fusion, multiplex flow cytometry, MLPCN library; S. cerevisiae CIT2-GFP strain, 3 h; 100 means same as DMSO wells; GFP response vs DMSO, % at 10 µM; hit rate 0.065% among 320,000; AID 2029, 2009;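 active means GFP response relative to DMSO above a set limit, near the screen mean plus 3 SD, cut at about 150% in these data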;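 further: ratio of well median GFP fluorescence to mean of DMSO wells on the plate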
# RPL19A TOR yeast = RPL19A-GFP expression modulators in yeast, primary screen, cell-based, S. cerevisiae, multiplex flow cytometry, MLPCN | S. cerevisiae RPL19A-GFP strain, 3 h; active compounds read low | percent response vs DMSO, % at 10 µM | hit rate 0.3% among 330,000 | AID 2025, 2009;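 active means percent response vs DMSO below 50%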;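 further: median channel GFP fluorescence of the barcoded RPL19A-GFP strain; ratio of sample median GFP to plate DMSO average so 100% = DMSO; lower means less RPL19A-GFP as with rapamycin TOR inhibition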
# VLA-4 inh = inhibition in human VLA-4 binding assay, primary screen, VLA-4 allosteric modulator project, MLPCN library, flow cytometry, VLA-4 expressing cells. Integrin alpha-4 (Homo sapiens), P13612. ligand binding flow cytometry. hit rate 0.2% among 330,000. inhibition, % (about 7 µM as worked out from the volumes in the protocol); in the data active means inhibition above about 50%
# Target sequence (P13612 whole entry, looked up): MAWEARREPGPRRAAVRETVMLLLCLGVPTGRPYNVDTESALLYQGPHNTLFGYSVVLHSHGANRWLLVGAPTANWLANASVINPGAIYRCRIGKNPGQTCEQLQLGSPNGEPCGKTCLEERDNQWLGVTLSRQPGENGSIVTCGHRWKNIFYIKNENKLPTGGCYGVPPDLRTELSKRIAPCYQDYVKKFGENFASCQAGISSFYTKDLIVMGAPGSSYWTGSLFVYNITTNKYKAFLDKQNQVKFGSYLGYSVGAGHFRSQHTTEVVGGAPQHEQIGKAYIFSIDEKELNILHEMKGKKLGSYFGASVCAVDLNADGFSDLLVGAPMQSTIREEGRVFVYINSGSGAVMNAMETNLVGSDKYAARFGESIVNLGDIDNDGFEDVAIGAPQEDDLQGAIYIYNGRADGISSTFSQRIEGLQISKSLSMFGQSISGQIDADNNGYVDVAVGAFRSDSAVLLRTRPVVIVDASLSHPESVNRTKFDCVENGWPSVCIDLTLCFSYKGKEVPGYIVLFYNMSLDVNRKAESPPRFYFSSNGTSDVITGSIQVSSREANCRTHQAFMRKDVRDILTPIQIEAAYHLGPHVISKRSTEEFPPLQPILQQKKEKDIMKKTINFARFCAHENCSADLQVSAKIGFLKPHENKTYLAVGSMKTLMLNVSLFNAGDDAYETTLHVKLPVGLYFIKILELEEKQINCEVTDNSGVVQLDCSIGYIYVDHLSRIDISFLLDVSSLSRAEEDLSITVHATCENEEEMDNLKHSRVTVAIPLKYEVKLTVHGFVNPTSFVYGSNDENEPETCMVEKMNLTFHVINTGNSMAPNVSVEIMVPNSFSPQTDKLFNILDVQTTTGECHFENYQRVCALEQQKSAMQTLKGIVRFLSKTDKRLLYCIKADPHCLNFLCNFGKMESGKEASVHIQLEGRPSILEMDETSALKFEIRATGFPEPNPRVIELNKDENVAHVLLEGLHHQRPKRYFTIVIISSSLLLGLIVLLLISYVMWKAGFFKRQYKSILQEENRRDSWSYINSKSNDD
# MEP2-GFP yeast = modulators of MEP2-GFP levels in yeast, primary screen, S. cerevisiae, multiplex flow cytometry, MLPCN library; S. cerevisiae MEP2-GFP strain, 3 h; 100% = DMSO control level; GFP response vs DMSO, % at 10 µM; hit rate 0.51% among 330,000;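 active means GFP response versus DMSO above a set limit, roughly screen mean plus 3 SD, cut at about 180% in these data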;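 further: median GFP fluorescence of the barcode-gated MEP2-GFP cells per well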
# An asterisk follows results filed as active; x = no result given; & = joins results of further samples.
No.	structure	CIT2 TOR yeast	AGP1 TOR yeast	LAP4 TOR yeast	MEP2-GFP yeast	VLA-4 inh	GRK2 aptamer HTS	RPL19A TOR yeast	JMJD2C inh
1	COc1ccc(-n2c(C)c([N+](=O)[O-])c3ccc(O)c(CN4CCCCC4)c32)cc1	104	96	103	94	11	1	96	-1
2	O=C(CNC(=S)N(Cc1ccc(F)cc1)C1CCCCC1)NCCN1CCOCC1	99	95	99	106	9	1	103	-6
3	Cc1noc(C)c1C(=O)Nc1nccs1	105	101	108	110	-7	3	98	-5
4	Cc1csc(NC(=O)NC2(C(F)(F)F)Oc3ccccc3O2)n1	98	94	101	100	-6	6	110	15
5	CN1CCN(C(=O)c2ccccc2NS(=O)(=O)c2ccc(F)cc2)CC1	94	104	113	101	6	0	102	1
6	O=C1CC(c2ccccc2Cl)Cc2c1cnn2-c1nc2ccccc2s1 (stereo unspecified)	101	103	100	112	11	0	102	-2
7	COCCn1c(SCC(=O)Nc2cc(C)on2)nnc1-c1ccco1	104	105	110	106	-1	3	106	-8
8	C#CCOCCOCCOCCNc1nc(N2CCN(C(=O)C(Cc3ccc(O)cc3)n3cc(C(N)CC(C)C)nn3)CC2)nc(N2CCN(C(=O)C(Cc3ccc(O)cc3)n3cc(C(N)C(C)CC)nn3)CC2)n1 (stereo unspecified)	96	89	103	94	18	0	97	9
9	Cn1c(SCC(=O)NC2CCCCC2)nnc1-c1ccc(N)cc1	104	99	93	104	12	0	103	-8
10	Cc1cc(=O)oc(C)c1C(=O)Nc1ccc(Cl)cn1	101	101	95	98	2	0	100	142
11	O=C(COC(=O)Cc1cccc(C(F)(F)F)c1)NCC1CCCO1 (stereo unspecified)	99	104	95	102	7	6	100	2
12	O=C(COC(=O)CCc1ccccc1)Nc1ncc(Cl)cc1Cl	98	100	108	105	-8	0	99	2
13	Cc1nn(C(=O)c2nn(C)cc2[N+](=O)[O-])c(C)c1Br	99	109	105	93	44	1	104	-3
14	CN1C[C@@H]2C(c3ccc(Cl)nc3)C3(c4ccc(C#N)cc4)CC2(C3)[C@H]1c1ccccc1 (stereo partly specified)	101	102	99	102	37	0	98	2
15	CCCCCCCSc1nnc(-c2ccccc2N)c(=O)[nH]1	107	105	104	105	0	0	104	-7
16	CN(Cc1ccon1)C(=O)CC1C(=O)NCCN1Cc1ccc(Cl)c(F)c1 (stereo unspecified)	102	99	96	95	5	0	110	36
17	COc1ccc(/C=C2/SC(=O)N(CC(=O)Nc3cc(C)on3)C2=O)cc1OC	89	96	100	109	4	0	100	-5
18	O=C(CN(C(=O)CNS(=O)(=O)c1ccc(F)cc1)c1ccccc1)NCc1ccco1	112	107	105	108	-8	0	102	0
19	CCC(NC(=O)c1ccccc1Br)c1ccccc1 (stereo unspecified)	96	98	120	95	-1	0	98	-3
20	COc1ccc(C(C)=O)cc1COc1ccc([N+](=O)[O-])c(C)c1	108	100	92	107	26	0	107	-4
21	O=C(C1=NN(c2ccccc2)C(=O)CC1)N1CCc2ccccc2C1	107	105	101	109	4	2	103	-5
22	O=C(CSCc1c(Cl)cccc1Cl)NN1C(=O)c2ccccc2C1=O	95	104	107	97	2	1	96	-15
23	Cc1cc(NC(=O)c2ccccc2)ccc1NC(=O)Cc1ccccc1	107	99	102	120	4	3	100	49
24	Cc1ccc(N2CCN(C(=O)N3CCOCC3)CC2)c(C)c1	96	95	95	92	-4	2	94	x
25	C#CC[N+]1(CC#Cc2ccccc2)CCCCC1	91	89	86	83	-10	0	87	-5

# Quoted at random: three compounds from above
No.	structure	CIT2 TOR yeast	AGP1 TOR yeast	LAP4 TOR yeast	MEP2-GFP yeast	VLA-4 inh	GRK2 aptamer HTS	RPL19A TOR yeast	JMJD2C inh
19	CCC(NC(=O)c1ccccc1Br)c1ccccc1 (stereo unspecified)	96	98	120	95	-1	0	98	-3
4	Cc1csc(NC(=O)NC2(C(F)(F)F)Oc3ccccc3O2)n1	98	94	101	100	-6	6	110	15
16	CN(Cc1ccon1)C(=O)CC1C(=O)NCCN1Cc1ccc(Cl)c(F)c1 (stereo unspecified)	102	99	96	95	5	0	110	36

# The list goes on:
No.	structure	CIT2 TOR yeast	AGP1 TOR yeast	LAP4 TOR yeast	MEP2-GFP yeast	VLA-4 inh	GRK2 aptamer HTS	RPL19A TOR yeast	JMJD2C inh
26	CC(C)=NNc1nc(-c2ccc(N3C(=O)CCC3=O)cc2)cs1	97	104	110	103	6	1	99	4
27	Cc1cc(-c2ccc(N3C(=O)CCC3=O)c(C)c2)ccc1N1C(=O)CCC1=O	97	98	95	97	20	3	99	24
28	CCn1cc(S(=O)(=O)c2ccc(OC)cc2)c(=O)c2cc(OC)ccc21	91	91	97	109	-14	0	91	-9
29	C[C@@H](NC(=O)c1nc[nH]c1C(=O)N1CCN(C(=O)OC(C)(C)C)CC1)c1ccccc1	108	99	99	91	-4	3	94	4
30	COc1ccccc1C(=O)Nc1cccc2cccnc12	92	98	98	103	3	1	101	-15
31	Cc1ccc(NC(=S)NC(=O)C2CCCC2)cc1C	97	95	108	96	10	1	105	-8
32	CCCCCn1c(=NC(=O)c2cccnc2)c(C#N)cc2c(=O)n3cccc(C)c3nc21	90	99	91	101	1	1	98	-4
33	CC1CCCN(CCOc2cccc(Oc3ccccc3)c2)C1 (stereo unspecified)	109	101	89	107	8	38	107	13
34	CS(=O)(=O)c1ccc(NS(=O)(=O)c2ccc(Cl)c(C(=O)NCc3ccco3)c2)cc1	92	91	99	95	5	0	94	1
35	C=CCn1c(=O)[nH]c2cc(C(=O)N3CCN(c4cccc(Cl)c4)CC3)ccc2c1=O	103	104	102	103	-10	2	102	2
36	CN1CCc2nc(NC(=O)COc3ccc4ccccc4c3)sc2C1	92	98	105	96	11	0	101	9
37	Cc1sc2nc(C(C)C)nc(SCC(=O)N3CCOCC3)c2c1C	103	102	99	94	3	0	101	-5
38	Cc1ccc2c(c1)[C@@H]1CN(C)CC[C@@H]1N2S(=O)(=O)c1ccc(F)cc1	102	94	91	94	2	0	91	-5
39	CC(C)OC(=O)CCC(=O)Nc1ccc(F)cc1	101	101	123	103	-3	1	100	-6
40	O=C(C1CCCN(S(=O)(=O)c2cccc3nsnc23)C1)N1CCN(c2ccccn2)CC1 (stereo unspecified)	87	99	90	103	-8	5	104	-26
41	N#Cc1cc(-c2ccccc2)nc(Oc2ccccc2)n1	96	89	95	96	-11	1	100	3
42	C/C(=N\Nc1ccc(C(=O)O)cc1)c1nc2ccccc2n1C	92	80	103	107	-9	1	103	-2
43	CN(C)S(=O)(=O)c1cccc(NC(=O)CNC2CCCCC2)c1	109	109	101	106	2	3	102	-2
44	CC1(C)CC(=O)C=C(c2ccc3ncccc3c2)C1	99	91	101	89	-3	4	96	7
45	O=C(NN1C(=O)c2ccccc2NC12CCCCC2)c1ccccc1	104	106	95	103	-10	0	96	21
46	Cc1csc(NC(=O)CSc2nnc(CCNC(=O)c3ccc(Cl)c(Cl)c3)n2C)n1	x	88	95	91	12	2	93	-7
47	CN1CCN(CCC(=O)Nc2ccc3c(c2)OCO3)CC1	98	102	111	93	-6	1	98	-7
48	COc1cc2c(C(=O)O)c(C)n(C)c2c2ccccc12	91	93	97	93	2	0	85	3
49	COc1ccccc1N1CCN(S(=O)(=O)c2ccc(Cl)cc2)CC1	91	94	110	112	-16	0	99	6
50	COc1ccc(F)cc1S(=O)(=O)N1CC(C)CC(C)C1 (stereo unspecified)	94	96	94	93	13	0	96	5

# Further records:
No.	structure	CIT2 TOR yeast	AGP1 TOR yeast	LAP4 TOR yeast	MEP2-GFP yeast	VLA-4 inh	GRK2 aptamer HTS	RPL19A TOR yeast	JMJD2C inh
51	NS(=O)(=O)c1ccc(CNC(=O)c2ccncc2)cc1	92	95	71	100	7	0	108	-6
52	Cc1ccccc1-c1nnc(SCc2ccccc2F)o1	85	94	102	94	4	0	97	0
53	O=C(Cn1ncc(N2CCOCC2)c(Br)c1=O)c1ccc(Cl)cc1	105	83	95	61	9	0	105	-2
54	COc1ccccc1CNC(=O)c1ccc(CS(=O)(=O)c2ccccc2)o1	104	104	105	99	-11	0	100	9
55	COc1cc(S(=O)(=O)N2CCOCC2)ccc1NC(=O)COC(=O)c1cc(OC)c(OC)c(OC)c1	106	99	102	103	12	0	100	1
56	CCOC(=O)c1sc(-c2ccccc2)nc1C	94	93	99	97	1	1	94	8
57	Cc1cc(C)cc(N(CC(=O)N2CCN(Cc3ccccc3)CC2)S(=O)(=O)c2c(C)noc2C)c1	98	103	92	98	-1	0	95	-10
58	COc1ccc(NC(=O)CN2C(=O)N(C)Cc3ccccc32)c(C)c1	95	101	95	106	11	3	101	0
59	O=C(C#Cc1ccccc1)NCc1ccccc1F	108	96	100	113	-22	0	99	34
60	CCCNS(=O)(=O)c1cc(Br)cc2c1N(C(=O)CC)CC2	95	105	104	104	10	0	103	-2
61	C=CCC(O)(CCN1CCCCC1)c1ccccc1 (stereo unspecified)	97	101	94	100	11	0	98	7
62	CCN(C(=O)c1cc2cc3ccc(C)cc3nc2o1)c1ccc(OC)cc1	92	101	109	108	7	3	97	1
63	CC(=O)Nc1ccc(C)c([N+](=O)[O-])c1	95	103	102	102	3	0	95	55
64	O=C(CCCc1c[nH]c2ccccc12)NCc1ccccc1C(F)(F)F	99	98	99	107	-5	1	103	-3
65	COC(=O)c1ccc(C(=O)Nc2ccc(N)cc2N)cc1	90	x	87	88	-18	1	90	1
66	COc1cccc(-c2nnn(C/C(N)=N/O)n2)c1	87	84	78	91	-4	4	93	-4
67	CC(C)(C)NC(=O)Nc1nnc(SCC(=O)NC2CCCCC2)s1	108	116	104	106	2	0	107	7
68	Cc1cc(=O)[nH]c2c1c(C)nn2C1CCOC(C)(C)C1 (stereo unspecified)	98	100	106	105	5	0	103	13
69	Clc1ccc(N=NN2CCOCC2)cc1	x	x	x	103	2	0	111	-4
70	O=C1C=C(c2cccc(Cl)c2O)C[C@@H](c2ccc(F)cc2)C1	94	91	117	105	0	4	106	6
71	NCCC(=O)NCCc1cnc[nH]1	89	94	101	100	11	0	101	x
72	CN(CC(=O)Nc1ccc(F)cc1)C(=O)COC(=O)c1cc([N+](=O)[O-])ccc1N1CCOCC1	93	107	102	93	0	0	95	-3
73	Cc1ccc(-c2cc(=O)c3ccc(Cl)cc3[nH]2)cc1	77	82	100	90	1	5	100	7
74	O=C1CCc2cc(S(=O)(=O)N3CCC(C(=O)NCc4ccccc4Cl)CC3)ccc2N1	97	98	100	105	-15	0	96	6
75	Cc1ccccc1OCC(=O)NC(=S)Nc1ccc(Br)c(C)n1	103	98	98	100	7	0	97	-4

# (next part)
No.	structure	CIT2 TOR yeast	AGP1 TOR yeast	LAP4 TOR yeast	MEP2-GFP yeast	VLA-4 inh	GRK2 aptamer HTS	RPL19A TOR yeast	JMJD2C inh
76	CC(CCOS(N)(=O)=O)c1ccccc1 (stereo unspecified)	101	102	100	96	1	1	94	0
77	CCN(Cc1ccccc1)S(=O)(=O)c1ccc(OC)c2ncccc12	103	97	98	103	9	0	101	3
78	CC(=O)Nc1ccc(NS(=O)(=O)c2cccc3ccccc23)cc1	92	102	98	102	-2	0	100	-16
79	Cc1cc(C)nc(NS(=O)(=O)c2ccc(NC(=O)c3cccs3)cc2)n1	99	109	100	100	3	4	102	5
80	CCCC(=O)N1CCN(c2ccc(NC(=O)c3ccc(Br)o3)cc2)CC1	95	108	107	102	-6	3	102	-1&11
81	O=C(O)COc1ccccc1/C=N/n1c(C2CCCCC2)n[nH]c1=S	99	101	89	102	5	3	107	-1
82	CCNS(=O)(=O)c1ccc(NC(=O)Nc2cccc(OC)c2)cc1	95	103	105	110	19	2	104	9
83	O=S(=O)(NCc1cccnc1)c1ccc(Cl)s1	99	102	99	106	-8	0	106	16

# Compound activity (PubChem)
